Source: PubChem (several laboratories)
TLR9-MyD88 block: inhibitors of TLR9-MyD88 association in cells, primary screen, cell-based, CHO, BLA complementation, fluorescence; CCF4 FRET ratio; inhibition, % at 4.98 µM; hit rate 0.21% among 340,000; Toll-like receptor 9 (Homo sapiens) + Myeloid differentiation primary response protein …;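 active = inhibition above the mean over all tested compounds plus 3 SD, cut at about 21% in these data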;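 note: 0% = DMSO only wells and 100% = clavulanate BLA inhibitor control wells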
ABHD5 PLIN5 PPI: ABHD5-PLIN5 interaction inhibitors, primary screen, cell lysate, split luciferase complementation, luminescence; Perilipin-5 (Homo sapiens) + 1-acylglycerol-3-phosphate O-acyltransferase ABHD5 (Homo …; Split G. princeps luciferase complementation, 4 h; inhibition, % at 4 µM; hit rate 0.78% among 360,000;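 active = inhibition above the mean inhibition across every tested compound plus 3 SD, cut at about 22% in these data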;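 note: 0% = DMSO only wells and the 100% control is not disclosed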
NCOA2 inhibitor: inhibition of GAL4-SRC2 driven luciferase reporter, primary screen, SRC2 inhibitor project, cell-based, luminescence; Nuclear receptor coactivator 2 (Homo sapiens), Q15596; HEK293 GAL4-SRC2 luciferase reporter; inhibition, % at 9 µM; hit rate 0.17% among 370,000; AID 651957, 2012;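 active = inhibition above the mean inhibition of all tested compounds plus 3 SD, set per campaign, cut at about 52% in these data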;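 note: 0% = DMSO treated cells and 100% = cells given Gossypol at 36 µM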
NR2F2 inh: NR2F2 transcriptional activity inhibitors, primary screen, cell-based, luciferase reporter, HEK293T, luminescence | AID 686940, 2013 | HEK293T NGFI-A luciferase reporter | inhibition, % at 8.6 µM | hit rate 0.7% among 370,000 | COUP transcription factor 2 (Homo sapiens), P24468;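 active = inhibition above a per-plate cutoff, mean inhibition of test wells between control levels plus 3 SD, cut at about 38% in these data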;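 note: cells cotransfected with COUP-TFII expression vector driving the NGFI-A reporter; 0% = median of COUP-TF2 test wells and 100% = reporter-only cells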
MC4R ag barr: MC4R agonists recruiting beta-arrestin, primary screen, cell-based, luminescence, agonist arm of biased-ligand search; Melanocortin receptor 4 (Homo sapiens), P32245; U2OS MC4R beta-arrestin complementation; percent of melanotan II response, DMSO zero; activation, % at 8.9 µM; hit rate 0.98% among 360,000; AID 540308, 2011;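 active = activation above a per-plate cutoff, the mean activation of sample wells on that plate plus 3 SD, cut at about 8% in these data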
SRC1 inh: SRC1 coactivator transcriptional activity inhibitors, primary screen, cell-based, luminescence | Nuclear receptor coactivator 1 (Homo sapiens), Q15788 | HEK293 GAL4-SRC1 luciferase reporter | inhibition, % at 3.6 µM | hit rate 0.12% among 360,000 | AID 588354, 2011;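 active = inhibition above the campaign mean plus 3 SD, with each screening campaign given its own cutoff, cut at about 60% in these data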;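 note: 0% = DMSO treated cells and 100% = gossypol at 36 µM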
LMP1 NFkB inh: EBV LMP1-driven NF-kappaB luciferase reporter inhibitors, primary screen, cell-based, luminescence, single point | LMP1-induced NF-kappaB luciferase reporter cells | inhibition, % at 12.5 µM | hit rate 0.69% among 350,000; in the data active = inhibition above about 41%;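 note: 0% = neutral control wells and 100% = reference inhibitor control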
MC4R antag cAMP: MC4R antagonists of cAMP signaling, primary screen, cell-based, TR-FRET, antagonist arm of biased-ligand search; MC4R-expressing cells, MTII-stimulated cAMP, LANCE TR-FRET; inhibition, % at 6.5 µM; hit rate 0.48% among 360,000; AID 540295, 2011;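 active = inhibition above its plate's cutoff, the mean of tested wells on that plate plus 3 SD, cut at about 29% in these data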;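 note: 0% = Melanotan II alone and 100% = Melanotan II plus saturating MCL0020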
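Material – human MC4R-expressing U2OS cells · Repeats – no replicates · Detection – TR-FRET with Eu-cAMP and labeled anti-cAMP, 671 nm · Times – compound 30 min, challenge 1 h, detection 1 h · Compound – single nominal compound dose of 6.5 µM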
NOD2 RIPK2 PPI: NOD2-RIPK2 binding disruptors in cells, primary screen, fluorescence, CHO cells, BLA complementation. AID 624267, 2012. Receptor-interacting serine/threonine-protein kinase 2 (Homo sapiens), O43353. CCF4 ratio. hit rate 0.38% among 360,000. inhibition, % at 4.98 µM; in the data active = inhibition above about 21%;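 note: 0% = vehicle only and 100% = reference blocker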
SRC3 inh: SRC3 coactivator transcriptional activity inhibitors, primary screen, cell-based, luminescence; Nuclear receptor coactivator 3 (Homo sapiens), Q9Y6Q9; inhibition, % at 3.6 µM; hit rate 0.17% among 360,000; HEK293 GAL4-SRC3 luciferase reporter;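 active = inhibition above a per-campaign cutoff, the mean of all compounds plus 3 SD, cut at about 60% in these data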;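 note: 0% = DMSO-treated cells and 100% = gossypol-treated cells at 36 µM; higher means less SRC3-driven luciferase light from the GAL4 reporter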
LRH-1 inv ag: LRH-1 (NR5A2) inverse agonists, primary screen, cell-based, luminescence, HEK293T, StAR-luciferase reporter; AID 602396, 2012; hit rate 0.13% among 360,000; Nuclear receptor subfamily 5 group A member 2 (Homo sapiens), O00482; LRH-1 transfected, 24 h; inhibition, % at 3.6 µM;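 active = inhibition above the mean inhibition of all tested compounds plus 3 SD, cut at about 73% in these data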;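 note: 0% = DMSO wells and 100% = reporter-only cells lacking LRH-1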
* hit, by the source's call; nt = no result given. An excerpt; count on the stated rates, not on these rows.

SMILES	TLR9-MyD88 block	ABHD5 PLIN5 PPI	NCOA2 inhibitor	NR2F2 inh	MC4R ag barr	SRC1 inh	LMP1 NFkB inh	MC4R antag cAMP	NOD2 RIPK2 PPI	SRC3 inh	LRH-1 inv ag
Cc1ccc(S(=O)(=O)c2nc(S(C)(=O)=O)sc2N2CCCC2)cc1	12.3	1.1	-6.2	-9.1	-1.6	1.4	1.3	6.3	-4.6	12.3	-14.8
CCS(=O)(=O)N1CCC(C(=O)Nc2cccc(F)c2)CC1	-6.3	-0.7	-12.8	19.5	1.9	-5.1	-7.3	20.6	4.8	-4.4	1.5
COc1cccc(/C=C2\C(=O)N(c3cccc(C)c3)C(=O)c3ccccc32)c1	24.3*	0.8	8.4	-2.5	-1.7	9.0	-7.0	14.2	-12.4	5.4	-24.8
O=C(CSc1nnc2ccccn12)c1ccc2c(c1)OCCO2	-2.7	1.9	-58.0	-61.3	-0.1	-99.8	-7.0	0.3	-7.8	-82.6	-107.3
COc1ccc(NC(=O)C[C@H]2C(=O)N(CCc3ccccc3)C[C@@H]2C)cc1	-1.6	1.1	-0.7	-6.2	-1.9	-10.3	9.8	3.7	-8.6	12.7	-20.1
CN(C)CCCN(C(=O)c1ccc(S(=O)(=O)N2CCCCCC2)cc1)c1nc2ccc(Br)cc2s1	-5.5	22.3*	2.0	10.9	9.7*	-23.6	-3.1	-5.3	1.0	11.2	7.5
NS(=O)(=O)c1ccc(CCNC(=O)c2ccc(Cl)c(S(=O)(=O)N3CCCCCC3)c2)cc1	-1.5	2.8	-12.1	60.3*	-0.3	20.9	22.5	13.7	-9.6	12.1	28.8
Cn1c(=O)c(NC2CCCCC2)c2c3c(cccc31)C(=O)c1ccccc1-2	22.2*	3.2	6.1	-17.2	-2.0	-14.0	-17.0	3.4	-0.4	2.2	-10.7
C[C@H](CO)N1C[C@H](C)[C@H](CN(C)S(=O)(=O)c2ccccc2)Oc2ccc(NC(=O)NC3CCCCC3)cc2CC1=O	8.0	-6.0	-4.3	-15.3	-1.7	-16.1	3.6	4.5	2.0	2.0	-3.9
O=C(c1cc2cc(Br)ccc2o1)N1CCCC1	8.8	0.9	-37.1	-4.4	-0.8	-83.6	-5.3	-1.4	-10.5	-37.4	-58.9
Cc1ccccc1OC(=O)Cn1c(C(F)(F)F)nc2ccccc21	-0.3	3.2	-1.7	-33.1	-1.1	-15.8	-8.2	7.5	5.6	18.3	-1.4
S=C1NCN(Cc2cccnc2)CN1c1cccc2ccccc12	nt	-3.0	8.8	18.1	-1.5	-39.6	nt	4.4	-11.2	10.8	0.8
Cc1ccc(-n2nnnc2-c2cnc(N3CCCC3)nc2C(F)(F)F)cc1	-6.2	2.2	11.0	20.6	-1.5	-44.2	2.3	12.1	-2.0	8.6	14.1
O=C(C1=C[C@H](C2CCCCC2)C[C@H](OCCCCO)O1)N1CCN(Cc2ccc3c(c2)OCO3)CC1	-1.1	8.0	nt	nt	1.6	8.3	4.2	0.7	7.2	-8.0	4.2
CCCOc1ccc(/C=c2\sc3ncnn3c2=O)cc1	2.0	-4.9	-2.3	-9.8	-2.3	-17.5	5.7	5.5	5.3	5.3	0.1
NC(=O)CSc1nnc(NC(=O)c2ccc(S(=O)(=O)N3CCCCC3)cc2)s1	-14.3	-4.1	-11.6	-16.0	0.1	3.9	-6.6	4.1	-2.0	-18.2	14.1
COC(=O)C(C(=O)OC)C(C[N+](=O)[O-])c1ccc(O)c(OC)c1 (configuration not stated)	4.7	3.9	13.4	8.8	1.1	0.0	-2.8	7.0	3.5	3.5	13.7
Cc1ccc(NC(=O)CN(C)C(=O)c2cc3ccccc3o2)cc1	-5.1	-4.8	9.7	-11.1	-3.1	-7.2	9.0	2.5	-25.1	0.2	-0.4
O=C(NC1CCCC1)C(c1ccncc1)N(C(=O)Cc1cccs1)c1ccccc1 (configuration not stated)	-0.2	1.3	-3.9	18.9	0.8	2.1	3.8	-2.3	-7.9	7.7	-1.0
CSc1nnc(C)c(=O)n1COC(=O)COc1ccc(Cl)cc1Cl	2.8	6.6	-29.1	1.7	-1.1	6.0	-6.1	8.4	-5.5	18.7	4.7
CN(C)CCCOC(=O)Cc1ccc(Cl)cc1	-3.3	-2.9	17.9	14.9	-2.1	-11.2	0.8	5.2	-10.2	-4.2	0.9
O=C(c1ccco1)N1CCN(C(c2ccccc2)c2nnnn2C2CCCC2)CC1 (configuration not stated)	12.2	6.2	16.8	4.1	-1.2	2.4	-3.0	-3.4	2.6	6.4	11.7
CCOC(=O)C(Cc1ccccc1)NC(=O)CCc1c(C)nc2ncnn2c1C (configuration not stated)	-4.1	-5.7	-8.2	6.1	-1.2	-10.5	9.0	-31.8	4.9	11.8	15.8
COc1ccccc1C(=O)N/C(=C/c1ccc(Br)cc1)C(=O)NCC(=O)O	-0.8	5.1	13.6	4.6	0.0	-15.5	1.2	7.0	4.3	0.1	13.6
COC(=O)C1=C(C)N(CCCC(=O)O)C(=O)NC1c1cccs1 (configuration not stated)	-9.8	-11.5	15.1	-5.3	-1.1	-0.8	-1.7	7.8	-4.9	-10.6	8.2
CN(C)c1ccc(C2Nc3ccccc3C(=O)N2NS(=O)(=O)c2ccccc2)cc1 (configuration not stated)	5.5	-3.0	-14.1	-13.5	-2.0	-6.4	-0.4	-6.6	-4.0	-15.7	-4.8
Cc1cc(N2CCC(C)CC2)n2nc(C)c(-c3ccccc3)c2n1	0.5	-0.6	1.9	-2.9	2.8	9.8	-2.4	-5.8	-2.5	7.9	-10.7
FC(F)(F)c1nnc(-c2ccccc2)nc1Sc1ccc(Cl)cc1	-2.5	-2.8	-10.1	-10.6	-3.2	12.3	1.5	16.0	-5.8	5.0	-5.7
CCC/C(=C1/c2ccccc2C(=O)N1c1ccccc1)c1ccc(O[C@@H]2CCCCO2)cc1	-1.9	-11.1	5.7	9.8	-2.2	1.4	12.9	5.0	5.2	-18.2	1.4
O=C(CNS(=O)(=O)c1ccccc1)NCC(=O)OCc1ccc(Cl)cc1	-5.0	-6.9	6.6	-17.0	-3.0	7.7	-11.2	8.5	2.0	-13.5	18.8
CC(OC(=O)c1cc(Br)ccc1O)C(=O)NC1(C#N)CCCCC1 (configuration not stated)	3.1	0.9	-11.9	14.5	5.0	-6.9	-0.8	13.2	-17.2	9.8	-19.3
CCN1C(=O)CSc2ccc(C(=O)NC3CCCCC3)cc21	2.8	-8.5	-35.3	6.2	-2.1	4.2	5.3	7.5	-5.7	0.0	15.1
O=C(Nc1ccnn1C1CCN(Cc2ccccc2OC(F)F)CC1)c1cccc(F)c1	-15.6	-0.3	14.2	3.0	-0.3	3.5	1.1	5.1	1.8	-7.3	-1.4
CCn1cc(CN2CCC(C(=O)Nc3cccc(-c4cccc(OC)c4)c3)CC2)cn1	-0.2	-1.4	-8.3	2.2	-3.4	-19.1	-10.9	3.7	15.2	4.6	-4.3
O=C(Nc1ccc2ccccc2c1)c1ccc(NS(=O)(=O)c2ccc(Br)s2)cc1	-2.7	-3.0	-40.0	-16.4	6.1	-17.4	-13.6	19.1	4.0	-15.2	-17.3
COc1cccc2cc(C(=O)CS(=O)(=O)c3ccc(Cl)cc3)c(=O)oc12	7.0	3.1	-6.0	9.4	-1.2	-21.6	3.8	-0.6	12.7	5.6	-14.5
COC(=O)C(NS(=O)(=O)c1ccccc1Br)C(C)C (configuration not stated)	0.8	3.7	1.4	-5.7	0.5	-0.4	-6.9	0.8	1.2	8.9	-7.3
Cc1cccc(-n2nnnc2SCC(=O)NC2CCCC2)c1	3.0	13.0	14.9	-14.6	-0.5	6.0	-2.1	7.9	-16.9	-6.3	14.6
Cc1ccccc1C1CC(=O)NC2=C1C(=O)CCC2 (configuration not stated)	-0.6	8.2	12.6	11.9	-1.0	-1.0	3.5	1.3	-2.3	10.8	6.2
Cc1ccn2c(=O)c(NC(=O)c3cccc4ccccc34)c(C)nc2c1	-2.3	-1.2	3.5	-0.3	-1.4	-9.0	1.5	4.3	8.4	-5.7	5.5
COc1cc(C(=O)OC(C)C(=O)Nc2ccc3c(c2)OCCO3)cc(OC)c1OC (configuration not stated)	1.2	0.2	-1.1	21.8	-0.2	-2.7	5.6	-4.7	2.8	2.7	1.4
CCOC(=O)c1ccc(NC(=O)CSc2nnc(-c3ccncc3)n2C)cc1	-1.6	-1.8	5.0	9.4	-1.8	-30.8	-7.9	-0.9	-4.4	1.8	-2.7
Cc1nnc(SCC(=O)N2CCCC2)n1-c1ccc(F)cc1	0.0	-1.5	-1.9	7.0	1.7	-15.4	-2.4	3.9	-8.1	15.2	-8.5
COc1cnc(-c2ccccn2)nc1Oc1ccccc1	-5.4	-1.5	1.1	11.5	-2.1	-14.6	24.3	6.3	-3.5	11.3	-3.6
Cc1ccc(NS(=O)(=O)c2ccc(-n3cccn3)cc2)cc1Cl	0.7	-5.7	9.8	1.4	12.6*	-6.1	4.3	13.0	-2.0	-14.2	1.0
COc1ccc(S(=O)(=O)c2cnc3ccccc3n2)cc1	-13.0	1.0	4.7	3.9	-1.6	-37.7	2.4	15.5	-7.6	-6.1	16.4
CCOC(=O)C1=NN(c2ccccc2)C(c2ccccc2)CC1=O (configuration not stated)	-2.9	6.5	-30.3	8.2	-1.6	-14.6	-6.0	-3.1	-4.5	-13.2	7.8
N#Cc1nc(-c2ccc(F)cc2)oc1N1CCCC1	-1.8	2.8	-20.1	4.3	-1.2	-4.5	7.4	-11.4	-8.0	-5.9	-8.3

An excerpt from above, showing only SRC1 inh, SRC3 inh and LMP1 NFkB inh:
Structure	SRC1 inh	SRC3 inh	LMP1 NFkB inh
COc1ccc(S(=O)(=O)c2cnc3ccccc3n2)cc1	-37.7	-6.1	2.4
CCOC(=O)C1=NN(c2ccccc2)C(c2ccccc2)CC1=O (configuration not stated)	-14.6	-13.2	-6.0
